Screening data: PubChem, National Center for Advancing Translational Sciences (NCATS)
TrxR1 substrate: is turned over as a substrate by rat TrxR1; O89049; purified TrxR1 substrate turnover, NADPH consumption readout; Potency, µM (doses to about 114 µM), without a hit: top-dose activity change, negative = substrate turnover; actives 0.01% (n = 390,000); AID 588456; also: potency is read from the fitted curve at half-maximal effect; % is scaled to controls: 0 for no effect and ±100 for the full control effect; nearly all actives have a fitted effect of over 50% in size
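Rat TrxR1, dispensed at 90 nM, was prereduced with 400 uM NADPH (final) for 5 min at ~22 deg C, then incubated with compound 15 min before 400 uM selenite. A first-read NADPH fluorescence drop versus no-compound background flagged substrates.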
USP1-UAF1 inh: blocks the human USP1/UAF1 deubiquitinase complex; recombinant USP1/UAF1, Ub-Rhodamine cleavage fluorescence; Potency, µM (top dose mostly 57.1 µM), for the others: at the top dose activity change, negative = inhibition, hits mostly inhibitors; actives 0.23% (n = 390,000); AID 743255; also: potency is read from the fitted curve at half-maximal effect; % is scaled to controls: 0 for no effect and ±100 for the full control effect; nearly all actives have a fitted effect of over 60% in size; inactives centre near -12
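High-throughput fluorogenic screen: 1nM USP1/UAF1 complex, Ub-Rho substrate 150nM final, 50mM HEPES pH 7.8 with 0.5mM EDTA, 0.1 mg/ml BSA, 1mM TCEP and 0.01% Tween-20.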
Vif-APOBEC3F blk: inhibitors of Vif-A3F interaction. HeLa A3F-eYFP + Vif (tagged APOBEC3F with the HIV-1 protein that degrades it), YFP fluorescence increase. Potency, µM (top dose mostly 46.1 µM), inactives show at the highest dose activity, negative = active. actives 0.2% (n = 390,000); also: potency is read from the fitted curve at half-maximal effect; % of control where 0% means no effect; nearly all actives have a fitted effect of over 65% in size
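HeLa cells stably expressing A3F-eYFP plus Vif, plated and incubated overnight at 37 deg C, then exposed to compounds overnight at 37 deg C. Blocked degradation read as raised yellow fluorescence (Ex 488/Em 500-530).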
GRP78 ERSR act: ER stress response induction in glioma. U87-MG GRP78 promoter luciferase reporter, 16 h. Potency, µM, for the others: top-dose activation, hits mostly activators. actives 0.02% (n = 420,000); also: potency is read from the fitted curve at half-maximal effect; series mostly up to about 76 µM; % of control where 0% means no effect; nearly all actives have a fitted effect of over 35% in size
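Stably transfected U87-MG glioma cells carrying a GRP78-based luciferase sensor; 16 h compound incubation. Luminescence end-point read 10 min after Bright-Glo addition at room temperature.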
mIDH1 inhibitor: blocks human mutant IDH1 R132H enzyme; IDH1-R132H enzyme, NADPH consumption, diaphorase/resazurin fluorescence; Potency, µM (doses to about 76.6 µM), for inactives: top-dose activity change, negative = inhibition, usual class: inhibitors; actives 0.093% (n = 390,000); AID 602179; also: potency is read from the fitted curve at half-maximal effect; % is scaled to controls: 0 for no effect and ±100 for the full control effect; nearly all actives have a fitted effect of over 65% in size
Target sequence (O75874 whole entry R132H, stated change not applied): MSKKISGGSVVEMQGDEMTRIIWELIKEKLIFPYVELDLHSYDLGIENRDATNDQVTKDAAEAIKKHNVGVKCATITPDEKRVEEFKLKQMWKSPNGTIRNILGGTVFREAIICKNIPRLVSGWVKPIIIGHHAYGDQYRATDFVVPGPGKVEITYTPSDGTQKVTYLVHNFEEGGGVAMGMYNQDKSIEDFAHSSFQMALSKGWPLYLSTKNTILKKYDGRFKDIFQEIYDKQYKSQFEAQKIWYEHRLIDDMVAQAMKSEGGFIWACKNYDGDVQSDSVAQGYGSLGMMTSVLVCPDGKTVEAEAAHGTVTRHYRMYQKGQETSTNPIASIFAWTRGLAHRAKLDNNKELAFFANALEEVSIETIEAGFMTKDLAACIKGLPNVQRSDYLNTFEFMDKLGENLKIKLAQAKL
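IDH1-R132H (0.5 ug/mL dispensed) in pH 7.5 Tris buffer was preincubated 30 min with compound, then given a substrate mix of 0.016 mM NADPH and 2 mM alpha-KG for 80 min at room temperature; remaining NADPH was read by diaphorase/resazurin fluorescence.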
RGS4 inhibitor: human RGS4 inhibition | P49798 | Transcreener GDP fluorescence polarization, RGS4-accelerated GTP hydrolysis | Potency, µM (series often up to 114 µM), for inactives: at the top dose activity change, negative = inhibition, usual class: inhibitors | actives 0.039% (n = 390,000) | AID 504845; also: potency is read from the fitted curve at half-maximal effect; % is scaled to controls: 0 for no effect and ±100 for the full control effect; nearly all actives have a fitted effect of over 75% in size; some results filed as inactive show a strong effect at the top dose
Target sequence (P49798 whole entry, looked up): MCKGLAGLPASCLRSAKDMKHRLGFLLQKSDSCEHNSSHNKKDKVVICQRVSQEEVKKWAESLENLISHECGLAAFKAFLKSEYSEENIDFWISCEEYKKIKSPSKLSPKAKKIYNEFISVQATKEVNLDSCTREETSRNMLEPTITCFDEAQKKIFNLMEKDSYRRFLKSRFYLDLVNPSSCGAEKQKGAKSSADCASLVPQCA
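MLSMR compounds (23 nl, pin-transferred) preincubated 10 min at room temperature with a 500nM (2x) first reagent, then RGS4 at 900nM (2x) plus Transcreener GDP mix added; fluorescence polarization (620/688 nm) read before and after 90 min at 30 °C.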
LDHA block: inhibitors of human lactate dehydrogenase A | P00338 | actives 0.15% (n = 480,000) | activity change, % (values are at about 110 or 230 µM) | purified LDHA, NADH/diaphorase-resazurin fluorescence; stronger effect = lower value; in the data active = activity change below about -30%; inconclusive = mostly about -25% to -30%;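 also: plate controls were DMSO wells for no effect and wells without enzyme for full effect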
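Enzyme activity of human lactate dehydrogenase 5 (2 nM; 0.06 mM NADH, 0.2 mM pyruvate, 5 min, RT) is measured via a resazurin/diaphorase fluorescence readout of residual NADH.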
Vif-A3G inh: blocks the Vif interaction with human APOBEC3G; Q9HC16; HeLa A3G-eYFP + Vif (tagged APOBEC3G with the HIV-1 protein that degrades it), YFP fluorescence, overnight; Potency, µM (highest dose often 46.1 µM), inactives show at the highest dose activity, negative = active, usual class: inhibitors; actives 0.076% (n = 410,000); AID 602310;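 also: potency is read from the fitted curve at half-maximal effect; % is scaled to controls: 0 for no effect and ±100 for the full control effect; nearly all actives have a fitted effect of over 60% in size; hits raise eYFP signal because A3G escapes Vif-driven loss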
Target sequence (Q9HC16 whole entry, looked up): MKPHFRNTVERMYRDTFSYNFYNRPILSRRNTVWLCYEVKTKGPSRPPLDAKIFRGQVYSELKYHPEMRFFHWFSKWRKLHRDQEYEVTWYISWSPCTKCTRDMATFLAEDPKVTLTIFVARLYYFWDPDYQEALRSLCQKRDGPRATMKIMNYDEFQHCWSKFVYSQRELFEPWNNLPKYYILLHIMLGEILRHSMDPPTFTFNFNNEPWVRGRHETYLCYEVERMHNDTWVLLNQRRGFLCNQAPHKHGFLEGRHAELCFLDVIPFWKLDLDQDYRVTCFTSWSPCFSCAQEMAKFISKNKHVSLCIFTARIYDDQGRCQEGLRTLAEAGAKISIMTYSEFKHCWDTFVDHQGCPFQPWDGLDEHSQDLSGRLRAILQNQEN
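Read-out is eYFP fluorescence (Ex 488/Em 500-530) from Vif-expressing HeLa A3G-eYFP cells; more signal means A3G escaped Vif-mediated degradation. Cells plated overnight, compound pinned in, incubated overnight at 37 deg C.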
rTrxR1 inhibitor: blocks rat thioredoxin reductase 1 | O89049 | recombinant rTrxR1, NADPH fluorescence consumption, selenite substrate | Potency, µM (doses to about 114 µM), for inactives: at the highest dose activity change, negative = inhibition, usual class: inhibitors | actives 1% (n = 390,000) | AID 588453; also: potency is read from the fitted curve at half-maximal effect; % is scaled to controls: 0 for no effect and ±100 for the full control effect; nearly all actives have a fitted effect of over 65% in size
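Rat TrxR1 (90 nM in the dispensed reagent) was pre-reduced with 400 uM NADPH for 5 min at room temperature, then incubated with compound for 15 min. After 400 uM selenite was added, NADPH fluorescence (Ex 340/Em 450 nm) was followed for 8 min.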
An asterisk follows results filed as active; ? = inconclusive; · = no result given; [ ] = another dose, or the depositor's remark. Unless noted, calls follow the shape of the dose curve; as a rule, active = well fitted curve in the direction sought with a large enough effect; inconclusive = small, poorly fitted or top-dose-only effect, or another doubt; inactive = no such curve, though single readings can be large; an effect the other way counts as inactive or inconclusive.

SMILES	TrxR1 substrate	USP1-UAF1 inh	Vif-APOBEC3F blk	GRP78 ERSR act	mIDH1 inhibitor	RGS4 inhibitor	LDHA block	Vif-A3G inh	rTrxR1 inhibitor
CC(NC(=O)Cc1ccsc1)c1ccc(F)cc1 (stereo not drawn)	-5%[0.457 µM]	-1%	-8%	-3%	9%	14%	-6	0%	21%
COCc1cc(C)n(CC(=O)OC)c(=O)c1C#N	7%[57.1 µM]	-20%	3%	-2%	6%	15%	-5	2%	11%[57.1 µM]
COc1ccc(CCNCc2ccc3c(c2)n(C)c(=O)n3C)cc1OC	-6%	1%	-1%	-2%	-2%	12%	-7	5%	7%
CCC1(C)OC(=O)N2CCc3c(C)[nH]c4c(C)ccc(c34)C21C (stereo not drawn)	0%[57.1 µM]	-19%	4%	-7%	-19%	-3%	-10	3%	5%[57.1 µM]
Cc1onc(-c2ccccc2)c1C(=O)NNC(=S)NC(=O)c1ccc2c(c1)OCO2	8%[57.1 µM]	?	-7%	2%	-14%	-38%	-10	-1%	-3%[11.4 µM]
C/C=C/c1ccccc1OCc1ccc(C(=O)OC)o1	-4%[57.1 µM]	-23%	-2%	0%	5%	7%[11.4 µM]	-2	-4%	14%[57.1 µM]
O=C(NCc1ccccc1)c1cc(S(=O)(=O)N2CCCCC2)ccc1N1CCOCC1	1%	-2%	-8%	-1%	2%	29%	-2	-6%	8%
COc1ccc(S(=O)(=O)N2CCCCC2)cc1C(=O)N1CCCCCC1	-4%	-21%	-7%	-2%	7%	0%	-1	-1%	-7%
N#C/C(=C(/O)c1ccc([N+](=O)[O-])cc1)c1nnc2n1CCCCC2	-4%	-16%	-1%	-2%	4%	-24%	-2	1%	1%
COc1ccc(S(=O)(=O)NCc2nc(-c3ccccc3)no2)cc1	1%	20%	3%	0%	2%	0%	-5	4%	14%
O=C(CSc1nc2ccccc2c(=O)[nH]1)c1cccs1	-3%	5%	-1%	5%	1%	-41%	-2	-1%	5%
CCn1c(=O)c2c3c(sc2n2cnnc12)CCC3	0%	-15%	-11%	-2%	5%	-32%	-5	1%	3%
NC(=O)Nc1cccc2ccccc12	6%[57.1 µM]	-12%	8%	-2%	3%	6%	2	1%	-2%[57.1 µM]
CC(=O)c1c(N2CCN(c3ccc(F)cc3)CC2)nc(=S)n(Cc2ccccc2)c1C	-10%	3%	0%	-5%	7%	-34%	-1	5%	-21%
COc1ccc(SC[C@H](CC(C)C)N2CCN(C)CCC2=O)cc1	-9%	-28%	3%	-2%	-1%[38.3 µM]	-18%	1	2%	?
Cc1ccc(S(=O)(=O)N2CCCCC2)cc1C(=O)c1nccn1C	5%[57.1 µM]	-14%	-4%	-2%	6%	-7%	-5	-5%	0%[57.1 µM]
Cc1ccc([N+](=O)[O-])cc1NC(=O)c1c(-c2ccccc2)noc1C	-5%	-2%	5%	0%	-1%	1%	-2	1%	1%
COc1ccccc1CNC(=O)CN(C)S(=O)(=O)c1ccc2c(c1)c(=O)n(C)c(=O)n2C	-1%	-4%	-5%	-4%	-8%	32%[11.4 µM]	-1	4%	6%
O=C(Cn1cnc2c(oc3nc4c(cc32)CCCC4)c1=O)Nc1cccc(Cl)c1	25%	-13%	-2%	-5%	9%	-1%	-5	-15%	39%[activator]
COc1ccccc1CNC(=O)Cn1nc(C)n2cccc2c1=O	22%	-8%	-6%	-2%	-2%	-19%	-3	-7%	32%
COc1ccc(C2C3=C(CC(C)(C)CC3=O)Oc3ncn(CCO)c(=N)c32)cc1OC (stereo not drawn)	3%	-14%	-11%	-4%	5%	5%	-6	1%	12%
c1ccc2[nH]c(CN3CCCCC3)nc2c1	11%	-24%	-1%	-2%	1%	6%	-5	-3%	17%
O=S(=O)(NCC1OCCc2ccccc21)c1ccccc1 (stereo not drawn)	5%	-7%	-9%	-5%	0%	22%	3	-2%	12%
COc1ccc2oc(C(=O)N(C)CCOc3ccc(Cl)cc3)c(C)c2c1	-4%	-18%	2%	-1%	-1%	17%	-3	-2%	9%
Cc1c(C(=O)O)c(=S)sn1CCOc1ccccc1	-14%	0%	-8%	0%	3%	20%[11.4 µM]	-7	1%	-4%[57.1 µM]
COC(=O)c1sc2nc(SCC(=O)N(C)c3ccccc3)n(N)c(=O)c2c1C	5%	-22%	-9%	-3%	5%	-22%	-11	-3%	16%
Cc1ccc(C(=O)Nn2c(N)c(S(=O)(=O)c3ccc(C)cc3)c3nc4ccccc4nc32)cc1	108%[activator]	-12%	9%	1%	-10%	22%	-15	-5%	23%
CCOC(=O)c1[nH]c(C)c(CCC(=O)NCc2ccc(N(C)C)cc2)c1C	5%[57.1 µM]	-19%	-7%	-3%	19%	7%	3	-2%	11%[57.1 µM]
Cc1c(Cl)cnc(NC(=O)COC(=O)c2ccc(S(=O)(=O)NCc3ccco3)cc2)c1Cl	-2%	-16%	7%	-2%	0%	-17%	4	4%	-7%
COc1cc(/C=C/C(=O)O)cc(OC)c1	11%	-1%	-4%	-2%	0%	29%	-2	-2%	-3%

Later entries.
SMILES	TrxR1 substrate	USP1-UAF1 inh	Vif-APOBEC3F blk	GRP78 ERSR act	mIDH1 inhibitor	RGS4 inhibitor	LDHA block	Vif-A3G inh	rTrxR1 inhibitor
Clc1ccc(-c2nc3ccccn3c2CN2CCCCC2)cc1	2%	0%	-16%	-5%	6%	15%	-2	1%	15%
Cc1cccc(OCC(=O)NCC(=O)n2nc(C)cc2C)c1	11%[57.1 µM]	6%	-2%	-4%	-5%	18%[11.4 µM]	-8	-1%	0%
COc1cc(CCC(=O)OCC(=O)N(CCC#N)c2ccccc2)cc(OC)c1OC	-2%	4%	0%	-1%	-3%	4%	-9	2%	11%
CCc1ccc(Nc2c([N+](=O)[O-])c(=O)oc3ccccc23)cc1	-5%[57.1 µM]	5%	4%	-1%	3%	?	-8	?	3%[57.1 µM]
Cn1c(CN2CCN(CC#N)CC2)c(C#N)c2ccccc21	4%	-2%	11%	-2%	-1%	0%	1	2%	-1%[57.1 µM]
Cc1ccccc1NC(=S)Nc1ccc2[nH]c(=O)[nH]c2c1	2%	-20%	-16%	-1%	36%[activator]	-29%	-3	1%	0%
CN(C)c1ccc(C(CNS(=O)(=O)c2ccccc2)N2CCc3ccccc32)cc1 (stereo not drawn)	3%[57.1 µM]	-3%	3%	-2%	-12%	-4%	2	-2%	8%[57.1 µM]
CN1C(=O)NC(c2ccccc2[N+](=O)[O-])C2=C1CC(C)(C)CC2=O (stereo not drawn)	-11%	?	1%	-3%	0%	6%	6	-1%	-26%
COC(=O)CNC(=O)c1ccc(NS(=O)(=O)c2cc([N+](=O)[O-])ccc2Cl)cc1	-6%	-3%	-13%	2%	-2%	11%	14	1%	-8%
COc1ccccc1OCCSc1ncnc2nc[nH]c12	-8%	-5%	9%	-1%	-1%	13%	-4	-4%	-12%
COc1cccc(C(C)NC(=O)Nc2ccccc2Cl)c1 (stereo not drawn)	-1%	-11%	-27%	-3%	6%	20%[11.4 µM]	-7	4%	20%
CC(=O)N/C(=C\c1ccccc1)C(=O)OCC(=O)N(CC(C)C)c1c(N)n(Cc2ccccc2)c(=O)[nH]c1=O	-15%[57.1 µM]	1%	6%	-3%	0%	-5%	-5	-3%	0%
O=C(Nc1ncccc1O)c1ccc(Cl)c(S(=O)(=O)N2CCCC2)c1	·	-27%	-10%	-5%	4%	·	5	1%	·
CSc1ccc(CCNC(=O)c2cc(C)nc3c2c(C)nn3-c2cccc(F)c2)cc1	64%[activator]	?	4%	3%	-5%	-41%	-4	-9%	18%
CCc1c(C)nc(SCC(=O)N2CCN(c3ccccc3)CC2)[nH]c1=O	1%	-10%	-4%	-3%	0%	10%	-5	-6%	18%
CC1CCC(=O)N(CCOc2ccccc2)CC1 (stereo not drawn)	8%	-22%	-1%	2%	17%	?	-6	0%	25%
Cc1ccc(NC(=O)Cn2cc(C(=O)c3ccco3)c3ccccc32)cc1	8%[57.1 µM]	-11%	-7%	-3%	-12%	-34%	-5	3%	1%[57.1 µM]
COC(CN(C)S(=O)(=O)c1cc2c3c(c1)CCC(=O)N3CCC2)OC	3%	-20%	-10%	1%	7%	-7%[56.9 µM]	-2	-1%	7%
COC(=O)c1sccc1NC(=O)c1ccc(Br)s1	3%	-10%	-6%	-2%	-3%	-10%	-14	1%	10%
CN(C)c1ccc(NC(=O)c2sc(SCC(=O)Nc3nccs3)nc2N)cc1	1%	-11%	1%	3%	-2%	-24%	-1	-10%	8%
O=C(NCC(=O)N(Cc1ccc(F)cc1)C(C(=O)NCC1CCCO1)c1ccccc1)c1ccco1 (stereo not drawn)	0%	-1%	-5%	-6%	5%	1%	4	2%	2%

Not all compounds are listed; rates above refer to the full screens.
